# GDH-TPI inh – counter-screen for M. tuberculosis FBA inhibitors: GDH-TPI coupled enzymes; GDH-TPI coupled enzyme counterscreen, NADH absorbance; inhibition, % at 4.8 µM; actives 1.2% (n = 360,000); AID 588335;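 also: 0% = DMSO wells and 100% = wells lacking the enzyme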
# PrPC TRFRET – inhibitors of human cell surface prion protein PrPC; AID 720596; P04156; inhibition, % at 13.8 µM; TR-FRET read-out; actives 0.43% (n = 370,000); in the data active = inhibition above about 24%; also: 0% = median of the test wells and 100% = reference compound wells
# CCHFV vOTU inh – blocks the CCHF virus ovarian tumor domain protease; actives 0.55% (n = 370,000); CCHFV vOTU protease, Pep-AMC fluorescence; inhibition, % at 11.5 µM; also: 0% = vehicle wells with enzyme and 100% = no enzyme wells
# Mtb BioA inh – inhibitors of Mycobacterium tuberculosis BioA enzyme; inhibition, % at 9.99 µM; purified M. tuberculosis BioA enzyme, plate reader; AID 602481; actives 0.096% (n = 360,000); in the data active = inhibition above about 40%; inconclusive = no clear call, values can overlap the other calls
# FadD28 FP inh – inhibitors of Mycobacterium tuberculosis FadD28 bisubstrate binding; FadD28 bisubstrate probe binding, fluorescence polarization; inhibition, % at 12.5 µM; actives 0.22% (n = 360,000); AID 588549; in the data active = inhibition above about 8.5%, passing the limit was not always enough; inconclusive = no clear call, values can overlap the other calls
# BoNT-F LC inh – blocks Botulinum neurotoxin F light chain protease. inhibition, % at 10 µM. AID 588497. Multiplex microsphere protease cleavage assay, flow cytometry. actives 0.22% (n = 360,000); in the data active = inhibition above about 35%, passing the limit was not always enough; inconclusive = no clear call, values can overlap the other calls; also: plate controls were buffer without enzyme for full effect and enzyme alone for no effect
# Mtb FBA inh – inhibitors of M. tuberculosis fructose-bisphosphate aldolase; P9WQA3; purified M. tuberculosis FBA, fluorescence read-out; inhibition, % at 1 µM; actives 2.3% (n = 360,000); AID 588726; in the data active = inhibition above about 27%;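 also: 0% = vehicle and 100% = reference inhibitor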
# Target sequence (P9WQA3 whole entry, looked up): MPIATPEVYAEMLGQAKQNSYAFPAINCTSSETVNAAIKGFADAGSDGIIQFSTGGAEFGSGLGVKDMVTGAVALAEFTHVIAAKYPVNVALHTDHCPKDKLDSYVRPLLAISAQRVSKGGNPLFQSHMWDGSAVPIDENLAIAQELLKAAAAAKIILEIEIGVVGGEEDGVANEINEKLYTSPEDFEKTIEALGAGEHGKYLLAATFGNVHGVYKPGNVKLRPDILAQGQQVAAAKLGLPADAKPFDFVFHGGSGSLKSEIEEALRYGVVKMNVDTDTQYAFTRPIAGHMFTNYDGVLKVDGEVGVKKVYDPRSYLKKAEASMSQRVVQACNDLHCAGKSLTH
# BoNT A protease – BoNT A light chain protease inhibition | inhibition, % at 10 µM | AID 588499 | actives 0.17% (n = 360,000) | multiplex microsphere protease substrate cleavage, flow cytometry; in the data active = inhibition above about 30%; inconclusive = no clear call, values can overlap the other calls; also: plate controls were buffer without enzyme for full effect and enzyme alone for no effect
# Mtb UGM inh – inhibitors of M. tuberculosis UDP-galactopyranose mutase. P9WIQ1. purified UGM, fluorescence polarization probe displacement. inhibition, % at 10 µM. actives 0.06% (n = 320,000). AID 504406; in the data active = inhibition above about 10%, passing the limit was not always enough; inconclusive = no clear call, values can overlap the other calls
# Target sequence (P9WIQ1 whole entry, looked up): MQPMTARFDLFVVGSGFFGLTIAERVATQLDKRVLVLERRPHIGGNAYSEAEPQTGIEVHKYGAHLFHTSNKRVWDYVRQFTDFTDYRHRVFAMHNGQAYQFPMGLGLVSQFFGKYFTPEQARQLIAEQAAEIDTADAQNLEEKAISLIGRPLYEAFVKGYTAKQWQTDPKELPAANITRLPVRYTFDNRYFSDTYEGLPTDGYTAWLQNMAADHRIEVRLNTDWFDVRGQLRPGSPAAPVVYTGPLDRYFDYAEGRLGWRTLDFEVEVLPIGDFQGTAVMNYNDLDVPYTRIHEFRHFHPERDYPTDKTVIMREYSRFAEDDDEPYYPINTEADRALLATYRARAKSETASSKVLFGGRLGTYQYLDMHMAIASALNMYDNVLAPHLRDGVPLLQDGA
# An asterisk follows results filed as active; ? = inconclusive; nt = no result given; & = joins results of further samples. Rule as the data show it, unless noted: active = inhibition above about 30%; inactive = the rest.
SMILES,GDH-TPI inh,PrPC TRFRET,CCHFV vOTU inh,Mtb BioA inh,FadD28 FP inh,BoNT-F LC inh,Mtb FBA inh,BoNT A protease,Mtb UGM inh
O=C(O)CCN1C(=O)c2ccccc2Sc2ncccc21,-1.0,-6.6,8.3,-0.8,0.2,9.8,2.0,-1.1,-1.2
Fc1ccc(CSc2nsc(SCc3ccc(F)cc3)n2)cc1,2.5,0.2,-6.1,-0.5,1.0,-1.1,0.1,0.6,-2.7
Cc1cccc(C(=O)OC(C)C(=O)N2CCN(Cc3ccccc3)CC2)c1 (stereo not drawn),-5.6,4.9,11.1,1.3,-3.0,-40.1,0.2,-27.0,nt
CN(CC(=O)Nc1ccc(Cl)c(C(F)(F)F)c1)C(=O)c1cnccn1,4.2,0.0,-7.5,0.0,-2.0,-0.6,3.3,-0.8,0.0
Cc1ccc(S(=O)(=O)N2CCN(C(=O)c3c(-c4ccccc4)noc3C)CC2)cc1C,1.8,-3.0,-2.2,0.0,-3.9,-21.2,-3.6,0.4,0.6
C=CCc1cc(C=O)cc(OCC)c1OCc1ccc(Cl)cc1,-1.6,3.6,-12.3,2.4,-2.3,-6.7,3.2,-0.6,-1.4
Cc1cc(N)n(-c2cc(C)c3ccccc3n2)n1,4.7,9.8,-4.9,nt,-0.3,-1.7,1.2,-1.0,-2.0
COCCNC(=O)c1nn(-c2cc(OC)cc(OC)c2)c(=O)c2ccccc12,8.6,-1.2,5.0,-0.4,-3.8,2.7,-1.1,0.7,-2.3
Nc1cc(=O)[nH]c(SCC(=O)Nc2ccccc2Sc2ccc(Cl)cc2)n1,-0.3,0.9,3.9,nt,-2.5,-5.2,-0.3,-0.7,-1.6
Cc1ccc(C)c(OCC(=O)Nc2ccncc2)c1,8.6,5.9,-13.7,-2.1,-1.3,3.0,0.4,-1.8,0.1
CSCCC(NC(=O)c1ccccc1Cl)C(=O)N1CCCC(C)C1 (stereo not drawn),5.7,-5.9,3.9,-0.2,-1.7,9.3,4.0,10.0,nt
COCC(C)NC(=O)C(C)Oc1ccccc1 (stereo not drawn),11.1,1.4,-9.3,-0.2,-1.1,-1.8,-4.0,0.2,1.5
CC12CC[C@H]3[C@@H](CCC4(O)C[C@H](O)CCC34/C=N/NC(=O)c3ccccc3Cl)C1(O)CCC2C1=CC(=O)OC1 (stereo partly drawn),-5.2,-3.1,17.2,nt,-2.7,0.5,4.6,-1.4,-3.0
O=C(NCCN1C(=O)S/C(=C\c2cccnc2)C1=O)c1cccc(OC(F)F)c1,8.9,3.0,4.2,nt,-3.4,0.5,1.9,0.6,0.8
COc1ccccc1Cc1c(-c2ccc(OC)c(OC)c2)nc2c3ccccc3ccn12,nt,-4.2,-5.3,25.9,-4.0,3.2,19.8,0.5,nt
CC1(C)CC(=O)C(C(=O)CCCCC(=O)C2C(=O)CC(C)(C)CC2=O)C(=O)C1,-0.9,-6.4,0.1,-0.4&-1.6,nt,-5.7,6.3,-0.6,-0.7
Cc1noc(C)c1C(=O)OCC(=O)Nc1ccccc1C(=O)NC(C)c1ccccc1 (stereo not drawn),-9.4,5.0,3.0,-1.1,-0.9,-5.9,-2.2,0.4,-1.2
CCc1nnc(NC(=O)[C@@H]2CCCN2S(=O)(=O)c2ccc3c(c2)OCCO3)s1,4.3,1.0,-18.9,nt,-1.6,-4.3,1.8,-0.4,0.3
O=C(c1ccccc1)c1ccc(O)cc1O,52.0*,1.3,18.6,nt,-1.6,0.0,1.8,-1.0,?
Cc1cccc(NC(=O)c2cnc3ccccn3c2=O)c1,19.2,3.0,0.7,-1.3,-0.6,-3.1,7.8,-1.0,nt

# Entries of single compounds from above. Screens in order: GDH-TPI inh | PrPC TRFRET | CCHFV vOTU inh | Mtb BioA inh | FadD28 FP inh | BoNT-F LC inh | Mtb FBA inh | BoNT A protease | Mtb UGM inh
# O=C(c1ccccc1)c1ccc(O)cc1O is listed with 52.0* | 1.3 | 18.6 | nt | -1.6 | 0.0 | 1.8 | -1.0 | ?
# CC1(C)CC(=O)C(C(=O)CCCCC(=O)C2C(=O)CC(C)(C)CC2=O)C(=O)C1 is listed with -0.9 | -6.4 | 0.1 | -0.4&-1.6 | nt | -5.7 | 6.3 | -0.6 | -0.7
# Cc1cccc(NC(=O)c2cnc3ccccn3c2=O)c1 is listed with 19.2 | 3.0 | 0.7 | -1.3 | -0.6 | -3.1 | 7.8 | -1.0 | nt
# CCc1nnc(NC(=O)[C@@H]2CCCN2S(=O)(=O)c2ccc3c(c2)OCCO3)s1 is listed with 4.3 | 1.0 | -18.9 | nt | -1.6 | -4.3 | 1.8 | -0.4 | 0.3

# Later entries:
SMILES,GDH-TPI inh,PrPC TRFRET,CCHFV vOTU inh,Mtb BioA inh,FadD28 FP inh,BoNT-F LC inh,Mtb FBA inh,BoNT A protease,Mtb UGM inh
CCOC(=O)C1=C(COC(=O)CNC(=O)c2ccc(C(C)(C)C)cc2)NC(=O)NC1C (stereo not drawn),0.7,-1.8,7.4,nt,-1.7,5.3,4.1,3.0,-2.1
CC1CN(C(=O)CCc2ccccc2)C(C)CN1C(=O)CCc1ccccc1 (stereo not drawn),-10.6,1.3,0.7,1.9,-4.1,-0.9,-1.9,0.2,-1.6
O=C(CN1CCN(c2ccccn2)CC1)Nc1cccc(Br)c1,2.5,0.1,8.9,-1.2,-2.7,16.2,-0.9,2.6,1.3
CSc1ncccc1C(=O)N(C)CC(=O)Nc1ccc(Cl)c(C(F)(F)F)c1,-10.9,-12.1,-2.8,0.2,-5.4,2.0,0.4,2.0,-3.0
O=C1CN(C(=O)c2cc(F)cc(F)c2)c2ccccc2N1,2.3,2.1,12.6,-1.0,-0.4,-6.7,6.0,0.9,0.6
CC(=O)Oc1ccc(C2=NN(c3ccccc3)C(c3ccccc3)C2)cc1 (stereo not drawn),-3.2,7.4,-20.0,1.5,-2.5,?,128.9*,1.7,-2.3
Cc1ccccc1C1NC(=S)NC2=C1C(=O)CC(C)(C)C2 (stereo not drawn),4.0,-4.1,0.3,nt,-3.7,-1.3,0.7,0.0,-0.1
CC(C)(C)C(=O)Nc1cc(C(F)(F)F)ccc1-n1ccnc1,5.7,5.1,-4.5,nt,-2.2,-0.2,3.7,-0.7,0.8
O=C(CCc1nc2ccccc2[nH]c1=O)N/N=C/c1ccccc1,3.2,9.9,0.7,0.4,1.3,-3.0,6.8,-0.4,1.9
O=C(Nc1cccc(-n2cnnn2)c1)c1ccc(Cl)cc1Cl,-1.7,-2.8,-16.3,-1.9,-1.9,-0.8,0.0,-0.4,0.2
CNCCCC12CCC(c3ccccc31)c1ccccc12,-0.5&5.7&-1.7,-11.6&-17.9&-10.5,-5.5&-13.3&9.9,0.3&-1.9&-0.4,-5.6&-1.9&-2.6,-12.5&-14.8&-0.5,0.8&4.5&2.6,-0.7&-0.5&0.0,-1.5&1.4&2.3
COc1cccc(C2Cc3ccccc3C(=O)O2)c1 (stereo not drawn),-0.4,-1.6,-0.1,-2.4,-3.6,0.9,-0.9,0.0,1.2
Cc1cccc(CSCc2ccc(C(=O)NC3CCCC3)o2)c1,2.5,2.6,14.5,-2.3,-4.5,-1.2,-2.9,-0.5,1.3
CCOC(=O)c1ccccc1NC(=O)Cn1cnc2c(cnn2-c2ccccc2)c1=O,-6.6,0.3,-8.7,nt,-1.7,0.8,5.3,0.1,1.0
Cc1cccc(C(=O)Nc2nnc(C3=COCCO3)o2)c1,15.8,2.8,-3.0,nt,-1.7,1.8,1.1,-0.3,-1.7
C=CCOc1nc2c(c(=O)n(C)c(=O)n2C)n1Cc1ccccc1Cl,6.4,10.1,2.5,nt,-1.6,7.4,3.3,5.8,-1.4
CCn1nc(C)c(/C=N\NC(=O)c2ccc3c(c2)OCO3)c1C,16.1,4.0,7.0,0.2,-1.5,-16.8,-2.3,0.2,0.2
O=C(Nc1ccccc1N1CCN(C(=O)c2ccccc2)CC1)c1cc2ccccc2o1,6.6,-2.0,4.6,-0.4,-2.4,-29.6,-8.2,-1.7,-2.7
COC(=O)c1cc2occc2n1CC(=O)Nc1ccc(C)cc1C,1.6,0.2,-6.3,-0.7,-2.0,6.4,1.2,1.6,1.2
Cc1ccc(SCC(=O)NC2CCCCCC2)cc1,2.4,3.7,10.5,0.0,0.0,-0.1,0.2,-4.3,-0.2
CC1CN(C(=O)COC(=O)c2ccc3ccccc3c2)CC(C)O1 (stereo not drawn),10.6,5.4,-22.2,-1.2,-3.9,-2.0,2.2,-0.3,nt
O=S(=O)(c1ccccc1Br)N(CC(O)COCc1ccccc1)C1CC1 (stereo not drawn),7.3,-1.6,13.8,-1.2,-1.9,-1.1,0.2,-0.4,nt
O=C1NC(=O)C2(Cc3ccccc3N3CCCC32)C(=O)N1c1ccccc1 (stereo not drawn),-7.1,-2.4,-15.1,-1.1,-3.3,-4.8,5.3,1.1,2.2
CS(=O)(=O)Nc1ccc(C(=O)NCCSc2ccc(Cl)cc2)cc1,5.7,10.8,-6.3,0.4,-5.1,2.6,2.0,-2.4,-1.5
O=C(/C=C/c1ccc(F)cc1)Nc1ccc(S(=O)(=O)N2CCOCC2)cc1,12.5,0.8,4.6,-0.3,-15.0,-9.2,1.9,-2.2,-1.8
CCOC(=O)C1=CC[C@@H](c2ccc([N+](=O)[O-])cc2)N(S(=O)(=O)c2ccc(C)cc2)[C@H]1c1ccccc1,nt,-0.3,-2.7,0.0,-3.6,-4.0,-1.5,0.2,nt
Fc1ccc(NC(=S)N2CCCC2)cc1,-0.6,-1.4,-7.4,-0.2,-0.7,-3.9,2.4,-0.7,2.8
Cc1cc(C)c(NC(=O)CS)c(Cl)c1,13.4,-3.8,16.0,-1.6,-2.1,-9.0,0.5,-0.1,-1.6
O=C(Cc1c(F)cccc1Cl)NCCCn1ccnc1,6.6,-5.1,-10.5,-1.9,3.0,-3.6,2.5,0.1,1.1
CCN(CC)C(=O)c1sc2nc(-c3ccccn3)[nH]c(=O)c2c1C,29.9,5.1,6.2,-0.9,-1.0,-2.2,9.0,-2.5,-0.7
Cc1ccccc1OCCSc1nc2ccccc2n1CCC(=O)O,3.0,-6.2,9.2,-0.1,-2.8,?,1.7,0.9,0.9
Cn1c(NCCOc2ccccc2)nc2cc(-c3ccc(F)cc3)sc2c1=O,-6.6,4.5,7.0,0.9,-4.8,2.0,10.2,-0.1,nt
O=C(COC(=O)/C=C/c1cccc(C(F)(F)F)c1)NCc1ccccc1,9.8,-0.8,-1.2,nt,-1.3,3.8,0.9,0.2,0.8
Cc1cc(N)n2nc(-c3ccccc3)c(-c3ccccc3)c2n1,4.9,nt,nt,-1.1,0.1,14.9,2.8,1.6,2.5
OCC[C@H]1C[C@H](O)[C@@H](O)[C@]2(CCCO2)O1,5.2,5.6,1.8,-0.9,0.4,-7.3,1.4,-0.3,0.6
CCC(Oc1ccccc1)C(=O)Nc1nnc(S(=O)(=O)Nc2ccccc2)s1 (stereo not drawn),12.2,1.2,5.6,-2.6,-0.8,0.5,3.3,0.2,0.2
Cc1ccccc1NC(=O)Nc1nc(C(N)C2CCCCC2)cs1 (stereo not drawn),13.7,21.4,8.8,-0.4,-3.5,-42.4,0.8,-1.9,nt
COc1cc(/C=N/NC(=O)Cc2ccccc2)ccc1Oc1ccc([N+](=O)[O-])cc1[N+](=O)[O-],13.5,-8.2,4.7,nt,1.3,-2.7,1.1,-0.6,3.3
CC(C)(C)Sc1ccc(N)nc1,-1.8,2.3,6.2,0.6,-2.8,-12.6,10.1,0.2,2.8
Cc1cc(-c2ccc(/C=N/n3cnnc3)o2)c(C)c([N+](=O)[O-])c1,23.6,-3.2,-2.2,1.0,-0.4,11.3,0.1,5.3,1.6
Cc1[nH]c(C)c2c(=O)n(Cc3ccccc3Cl)ncc12,0.0,8.0,-0.5,-1.4,-2.5,-24.4,1.7,-6.8,nt
Cc1ccc(C(=O)NCCCNC(=O)c2ccco2)cc1C,0.8,6.8,9.3,-0.2,0.6,0.1,-0.5,-1.2,0.0
CC(C)C(=O)N1CCC1(C)C(=O)NCc1ccc(C(C)(C)C)cc1 (stereo not drawn),1.8,1.5,1.8,0.5,-4.1,5.4,-4.3,-0.7,nt
CCOC(=O)Nc1ccc(N2CCOCC2)c(S(=O)(=O)N2CCOCC2)c1,-3.8,-0.1,-5.6,-0.3,-1.6,6.4,2.1,-0.7,3.2
O=C(Cc1c(F)cccc1Cl)NCc1cccnc1,5.6,5.1,12.3,-2.9,-0.4,?,-0.9,-4.5,-1.9

# Compound activity from PubChem BioAssay.
